CXCR6 inh: CXCR6 (human) receptor inhibition; AID 602244; CHO-K1 PathHunter CXCR6 beta-arrestin, luminescence; O00574; inhibition, % at 20 µM; actives 0.36% (n = 360,000); in the data active = inhibition above about 34%, passing the limit was not always enough;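 note: antagonist mode with CXCL16 agonist at 10 nM final; 0% = 10 nM CXCL16 with DMSO and 100% = unstimulated wells without agonist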
GRIN3A LBD mod: modulators (binders) of human NR3A ligand-binding domain; NR3A LBD differential scanning fluorimetry, Tm shift; 0% = protein alone, 100% = glycine-bound protein; Tm shift relative to glycine control, % at 25 µM; actives 2.5% (n = 340,000); AID 1259313;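 active = melting temperature shift of at least 10% of the positive control shift, at one fixed dose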
CCR6 antag: antagonists of human CCR6 receptor. inhibition, % at 20 µM. CHO-K1 CCR6 PathHunter beta-arrestin, luminescence, CCL20-stimulated. P51684. AID 493098. actives 0.49% (n = 340,000);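 active = compounds whose inhibition of the agonist-driven luminescence signal at 20 µM reaches about 50%, limit read from the data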;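 note: cells stimulated with CCL20 at 14 nM final; plate controls were DMSO with CCL20 for no effect and DMSO without agonist for full effect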
Gli-Sufu antag: blocks Gli-Sufu signaling in a luciferase reporter; Sufu-KO-LIGHT fibroblasts, Gli luciferase reporter luminescence; inhibition, % at 5 µM; actives 0.74% (n = 340,000); AID 588413;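 active = inhibition above about 55%, limit read from the data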;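 note: 0% = DMSO-treated cells and 100% = wells with medium but no cells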
MPTP block: permeability transition pore inhibition; inhibition, % at 10 µM; actives 1.4% (n = 360,000); isolated mouse mitochondria, Ca2+ swelling absorbance, 30 min;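 active = inhibition of 50% or more, scaled per plate between neutral and stimulator controls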;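 note: 0% = DMSO wells given calcium and 100% = 1 mM EGTA wells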
A3G deaminase: inhibitors of human APOBEC3G DNA deaminase; Q9HC16; recombinant A3G, ssDNA deamination FAM/TAMRA fluorescence; inhibition, % at 20 µM; actives 0.28% (n = 330,000); AID 493012;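 active = inhibition of at least 40% at 20 µM, with no more than 30% in the related APOBEC3A deaminase screen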;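 note: plate controls were DMSO wells with A3G for no effect and wells lacking A3G enzyme for full effect; some compounds called inactive have numbers as strong as hits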
Target sequence (Q9HC16 whole entry, looked up): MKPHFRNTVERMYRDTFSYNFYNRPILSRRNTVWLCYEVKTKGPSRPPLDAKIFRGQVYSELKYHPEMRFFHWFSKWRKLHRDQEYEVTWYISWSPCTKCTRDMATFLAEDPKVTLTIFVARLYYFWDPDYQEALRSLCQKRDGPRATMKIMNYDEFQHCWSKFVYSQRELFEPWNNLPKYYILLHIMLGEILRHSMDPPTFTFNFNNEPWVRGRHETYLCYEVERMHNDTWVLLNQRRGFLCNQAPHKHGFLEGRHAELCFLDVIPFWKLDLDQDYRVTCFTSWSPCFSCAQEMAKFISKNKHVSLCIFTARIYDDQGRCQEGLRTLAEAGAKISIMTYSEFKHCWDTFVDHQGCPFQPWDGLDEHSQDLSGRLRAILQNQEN
EBI2 antag: antagonists of human EBI2 receptor | P32249 | EBI2 beta-arrestin recruitment, luminescence, 7a,25-OHC stimulated | inhibition, % at 5 µM | actives 0.81% (n = 360,000) | AID 651636; in the data active = inhibition above about 38%;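 note: enzyme fragment complementation signal reports receptor beta-arrestin coupling in cells; 0% = agonist plus DMSO wells and 100% = wells without agonist; some results beyond the cut were filed as inactive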
Target sequence (P32249 whole entry, looked up, the tested form may be a part): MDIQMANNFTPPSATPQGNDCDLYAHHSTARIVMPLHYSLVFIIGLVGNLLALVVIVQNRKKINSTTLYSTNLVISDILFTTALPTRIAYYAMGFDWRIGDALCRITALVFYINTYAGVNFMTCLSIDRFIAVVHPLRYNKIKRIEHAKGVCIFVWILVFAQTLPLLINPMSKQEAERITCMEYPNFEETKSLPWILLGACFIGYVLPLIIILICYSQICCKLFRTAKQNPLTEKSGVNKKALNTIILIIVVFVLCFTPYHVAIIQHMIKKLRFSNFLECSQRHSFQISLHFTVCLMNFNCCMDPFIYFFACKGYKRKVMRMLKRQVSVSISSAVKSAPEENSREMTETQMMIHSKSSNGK
A3A deaminase: inhibitors of human APOBEC3A DNA deaminase; inhibition, % at 20 µM; recombinant A3A, FAM/TAMRA ssDNA deamination fluorescence; actives 0.41% (n = 330,000);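 active = at least 40% inhibition at 20 µM here, with at most 30% in a related deaminase screen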;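 note: plate controls were A3A with DMSO for no effect and wells lacking A3A enzyme for full effect; some results filed as inactive read as strong as hits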
Target sequence (P31941 whole entry, looked up): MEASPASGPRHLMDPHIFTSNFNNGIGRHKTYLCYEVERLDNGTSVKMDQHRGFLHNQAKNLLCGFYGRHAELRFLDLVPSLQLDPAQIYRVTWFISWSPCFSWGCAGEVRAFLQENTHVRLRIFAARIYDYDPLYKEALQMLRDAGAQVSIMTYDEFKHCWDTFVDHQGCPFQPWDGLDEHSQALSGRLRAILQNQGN
* hit, by the source's call; x = not tested or not shown. Random draw from the library; any-hit rate near 5.8%.

| no. | molecule | CXCR6 inh | GRIN3A LBD mod | CCR6 antag | Gli-Sufu antag | MPTP block | A3G deaminase | EBI2 antag | A3A deaminase |
| --- | --- | --- | --- | --- | --- | --- | --- | --- | --- |
| 1 | CC(C)(C)c1ccc(-c2nc(C=O)c3ccccn23)cc1 | -6 | 1 | -5 | -12 | 2.1 | -7 | -33 | -3 |
| 2 | COc1cc2c(cc1O)C(Cc1ccc(O)cc1)[N+](C)([O-])CC2 (stereo not given) | -3 | 0 | 0 | -4 | -1.8 | -6 | 4 | -2 |
| 3 | Cc1ccc(/C=C/S(=O)(=O)NCC(=O)OCC(=O)NCc2ccccc2)cc1 | -9 | 2 | -5 | -4 | 0.0 | -8 | -1 | -1 |
| 4 | CC(=O)c1ccc(Oc2nc(-c3cccnc3)nc3ccccc23)cc1 | 10 | -2 | 11 | 11 | -0.9 | -7 | 16 | -1 |
| 5 | CCOc1ccc(OCC)c(NC(=O)CN2CCN(c3cccc(C)c3)CC2)c1 | 0 | -2 | 10 | 3 | 1.0 | -5 | 32 | -3 |
| 6 | O=C(/C=C/c1ccco1)Nc1sc2c(c1C(=O)O)CCC2 | 11 | 4 | 6 | -18 | -0.6 | 4 | -10 | 23 |
| 7 | COc1cc(/C=C2/NC(=O)NC2=O)ccc1OCC(=O)Nc1ccc(F)cc1 | 1 | -2 | -1 | 15 | -1.0 | -3 | -5 | 0 |
| 8 | CCCOc1ccccc1C1NC(=O)NC(C)=C1C(=O)OCc1ccccc1 (stereo not given) | -3 | -7 | -19 | 3 | 1.2 | -3 | 14 | 1 |
| 9 | O=C(NCCS(=O)(=O)N1CCN(c2ccccc2F)CC1)c1cccc(Br)c1 | -8 | -5 | 10 | 0 | -1.2 | -5 | -1 | -2 |
| 10 | COc1ccc(C)cc1NC(=O)CN1c2cccc3cccc(c23)S1(=O)=O | 0 | -3 | 3 | 5 | 1.3 | -10 | 5 | -3 |
| 11 | O=C(NC1=NCCS1)C1CC2CCC1C2 (stereo not given) | 7 | 3 | 11 | -3 | 0.1 | 0 | -18 | 3 |
| 12 | CC(=O)c1c(C)oc2ccc(NS(=O)(=O)c3cccs3)cc12 | -10 | 17* | -6 | 14 | -1.3 | -6 | 4 | 0 |
| 13 | C=CCn1c(SCC(=O)/C(C#N)=C(\C)N)nnc1C1CCCCC1 | -18 | -2 | 9 | 2 | -3.4 | 3 | -1 | 1 |
| 14 | COc1ccc(NS(=O)(=O)c2c(C(=O)N3CCCCCC3)c(C)n(C)c2C)cc1 | 12 | -2 | -11 | x | 0.0 | -7 | 1 | -2 |
| 15 | Cc1oc(-c2ccc(Cl)cc2)nc1CN1CCCC(C(=O)N2CCOCC2)C1 (stereo not given) | -9 | 2 | -1 | 6 | -1.6 | 6 | -5 | -1 |
| 16 | CC(=O)Nc1ccc2c(c1)ncn2C1CCCCC1 | -11 | 1 | 4 | -8 | -1.5 | -2 | -1 | 1 |
| 17 | O=C(Nc1cccc(NC(=O)c2ccc(-c3cccc(Br)c3)o2)c1)c1ccco1 | 12 | 13* | 20 | 2 | 2.9 | -6 | 7 | -1 |
| 18 | O=C(CN1C(=O)NC(c2ccccc2)(c2ccccc2)C1=O)N1CCN(c2ccccc2F)CC1 | 9 | 4 | 7 | -30 | 0.2 | -8 | 11 | -6 |
| 19 | Cc1ccc(NC(=O)N(C2CCCCC2)C(C)c2cccnc2)cc1C (stereo not given) | 4 | 2 | 12 | -8 | -0.6 | -5 | 6 | -3 |
| 20 | CC1CCCCN1S(=O)(=O)c1ccc(S(=O)(=O)N(Cc2ccccc2)Cc2ccco2)cc1 (stereo not given) | 6 | 2 | 8 | 9 | 3.7 | -8 | 18 | -5 |
| 21 | Cc1ccc(S(=O)(=O)CCC(=O)OCc2ccccc2F)cc1 | -5 | 0 | 5 | -40 | -0.9 | -11 | -8 | 2 |
| 22 | CSc1ccc(CN2CCCC(N3CCN(c4ccccc4)CC3)C2)cc1 (stereo not given) | 6 | -2 | 13 | 20 | 0.7 | -5 | 3 | -3 |
| 23 | CC1(C)CN(c2cccc(C#N)c2)C1=O | 9 | 1 | 7 | 2 | 0.0 | -6 | 5 | -2 |
| 24 | O=C(CS)Nc1ccc2ccccc2c1 | -6 | x | 8 | 19 | -1.4 | x | 40* | x |
| 25 | O=[N+]([O-])c1ccccc1CNCCO | -5 | 1 | 4 | 24 | 1.3 | -7 | -1 | -4 |
| 26 | COC(=O)[C@@]12CCCCN1[C@H](c1ccc(-c3ccc(Cl)c(Cl)c3)c(OC)c1)[C@H]1C(=O)N(C)C(=O)[C@H]12 | 5 | -2 | 0 | -5 | 1.0 | -7 | 20 | -1 |
| 27 | COC(=O)N1N=C(c2ccccc2)CC1(O)C(F)(F)F (stereo not given) | 14 | 2 | -13 | -37 | -0.9 | -6 | -1 | -2 |
| 28 | CC1(C)Cc2c(cnn2-c2ccc(F)cc2)C(NC(=O)C2=NNC(=O)CC2)C1 (stereo not given) | -10 | -2 | 8 | -9 | 0.1 | -5 | 3 | -6 |
| 29 | CN1CCc2c(sc3c2C(=O)NC(c2ccccc2)N3)C1 (stereo not given) | 1 | 0 | -5 | -6 | 0.2 | -7 | -12 | -3 |
| 30 | COc1ccccc1C(=O)NC(=O)COC(=O)c1oc2ccccc2c1C | -4 | 3 | 6 | 6 | -1.5 | -2 | 1 | 0 |

Exported screen by screen: part of the list above
19	Cc1ccc(NC(=O)N(C2CCCCC2)C(C)c2cccnc2)cc1C (stereo not given)
20	CC1CCCCN1S(=O)(=O)c1ccc(S(=O)(=O)N(Cc2ccccc2)Cc2ccco2)cc1 (stereo not given)
21	Cc1ccc(S(=O)(=O)CCC(=O)OCc2ccccc2F)cc1
22	CSc1ccc(CN2CCCC(N3CCN(c4ccccc4)CC3)C2)cc1 (stereo not given)
23	CC1(C)CN(c2cccc(C#N)c2)C1=O
24	O=C(CS)Nc1ccc2ccccc2c1
25	O=[N+]([O-])c1ccccc1CNCCO
26	COC(=O)[C@@]12CCCCN1[C@H](c1ccc(-c3ccc(Cl)c(Cl)c3)c(OC)c1)[C@H]1C(=O)N(C)C(=O)[C@H]12
27	COC(=O)N1N=C(c2ccccc2)CC1(O)C(F)(F)F (stereo not given)
28	CC1(C)Cc2c(cnn2-c2ccc(F)cc2)C(NC(=O)C2=NNC(=O)CC2)C1 (stereo not given)
compound no.	19	20	21	22	23	24	25	26	27	28
CXCR6 inh	4	6	-5	6	9	-6	-5	5	14	-10
GRIN3A LBD mod	2	2	0	-2	1	x	1	-2	2	-2
CCR6 antag	12	8	5	13	7	8	4	0	-13	8
Gli-Sufu antag	-8	9	-40	20	2	19	24	-5	-37	-9
MPTP block	-0.6	3.7	-0.9	0.7	0.0	-1.4	1.3	1.0	-0.9	0.1
A3G deaminase	-5	-8	-11	-5	-6	x	-7	-7	-6	-5
EBI2 antag	6	18	-8	3	5	40*	-1	20	-1	3
A3A deaminase	-3	-5	2	-3	-2	x	-4	-1	-2	-6

29	CN1CCc2c(sc3c2C(=O)NC(c2ccccc2)N3)C1 (stereo not given)
30	COc1ccccc1C(=O)NC(=O)COC(=O)c1oc2ccccc2c1C
compound no.	29	30
CXCR6 inh	1	-4
GRIN3A LBD mod	0	3
CCR6 antag	-5	6
Gli-Sufu antag	-6	6
MPTP block	0.2	-1.5
A3G deaminase	-7	-2
EBI2 antag	-12	1
A3A deaminase	-3	0

(next part)
| no. | molecule | CXCR6 inh | GRIN3A LBD mod | CCR6 antag | Gli-Sufu antag | MPTP block | A3G deaminase | EBI2 antag | A3A deaminase |
| --- | --- | --- | --- | --- | --- | --- | --- | --- | --- |
| 31 | Cn1c(Cc2cccs2)n[nH]c1=S | 0 | 1 | -1 | 1 | 3.0 | 6 | -15 | -5 |
| 32 | C=CCNC(=O)CSc1nnc(-c2ccccc2Cl)n1-c1c(C)n(C)n(-c2ccccc2)c1=O | -4 | 0 | 5 | -1 | -0.5 | -4 | -13 | 1 |
| 33 | Cc1cc(NC(=O)c2c(F)c(F)c(F)c(F)c2F)no1 | 0 | 0 | -15 | 9 | -2.0 | -2 | -29 | -3 |
| 34 | Cn1ncc(Br)c1C(=O)Nc1cccc(C(F)(F)F)c1 | -8 | 0 | 2 | 1 | 1.7 | -1 | -5 | 3 |
| 35 | O=C1c2ccccc2C(=O)c2c1cccc2N1CCOCC1 | 18 | -1 | 15 | -2 | 3.1 | 2 | 3 | 3 |
| 36 | O=C(Nc1ccc(S(=O)(=O)Nc2nccs2)cc1)C1CC(=O)N(c2ccccc2)C1 (stereo not given) | 0 | 0 | 10 | 6 | -2.0 | -4 | -5 | -1 |
| 37 | O=C(CSc1nnc(NC(=O)c2ccco2)s1)NCc1ccc2c(c1)OCO2 | -11 | 2 | -12 | 39 | -0.2 | -3 | -1 | 0 |
| 38 | O=C(Nc1ccc2c(c1)OCO2)c1ccc(Cl)s1 | 4 | 6 | -4 | -54 | 1.2 | 1 | 9 | 8 |
| 39 | Cc1cc(C(F)(F)F)c2c(N)c(C(=O)Nc3cc(C)on3)sc2n1 | -5 | -2 | 3 | -57 | 2.8 | -4 | -23 | -3 |
| 40 | O=C(N/N=C/c1ccsc1)C1CC1 | -1 | 3 | -3 | -2 | -0.9 | -10 | 4 | 1 |
| 41 | CC(C)(C)C(=O)Nc1ccccc1N1CCN(c2ccc(F)cc2)CC1 | 6 | -1 | 8 | 16 | 0.4 | 0 | -4 | -3 |
| 42 | CCOc1ccccc1NC(=O)CC1NCCNC1=O (stereo not given) | 5 | -1 | 14 | -2 | 3.9 | 1 | 7 | 0 |
| 43 | c1ccc(Nc2ncnc3sccc23)cc1 | 10 | -19 | -2 | -14 | -1.1 | 0 | -7 | 7 |
| 44 | CC(C)c1nc(CNC(=O)c2ccc(OC3CCN(Cc4ccccn4)CC3)cc2)cs1 | -7 | 2 | -5 | -4 | -1.2 | -5 | 1 | -2 |
| 45 | COc1ccc(OC)c(S(=O)(=O)NC2CCCCNC2=O)c1 (stereo not given) | 2 | 1 | -2 | 25 | -0.2 | -9 | -3 | -4 |
| 46 | COc1cccc(C(=O)C2CCCN(Cc3cccc(OCCO)c3)C2)c1 (stereo not given) | 4 | -1 | 7 | 17 | 0.1 | -10 | 7 | -4 |
| 47 | Cc1nc2nc(COc3ccccc3)[nH]n2c(=O)c1Cl | -8 | -1 | 13 | 5 | -1.9 | -3 | -1 | 0 |
| 48 | Cc1ccc(OCC(=O)Nc2ccc(N3CCN(C(=O)c4ccco4)CC3)cc2)c(C)c1 | -10 | 0 | 3 | -9 | 0.6 | -4 | 15 | -6 |
| 49 | CCc1ccc(NC(=O)CC2C(=O)N(c3ccc(C)cc3)C(=O)N2CCc2ccncc2)cc1 (stereo not given) | -8 | 1 | 4 | 10 | 2.8 | 1 | -5 | 0 |
| 50 | CC(C)(O)C(=O)N/N=C\c1ccc(OC/C=C/c2ccccc2)cc1 | 2 | -16 | 13 | 2 | 0.6 | -6 | 8 | 3 |
| 51 | CC(C(=O)N1CCc2ccccc21)n1cnc2c1c(=O)n(C)c(=O)n2C (stereo not given) | -6 | -3 | -2 | 1 | -0.7 | -8 | -19 | -3 |
| 52 | Cc1cc(OCC(=O)N2CCc3ccccc3C2)c2c(-c3ccccc3)cc(=O)oc2c1 | 25 | -3 | 33 | 9 | -0.2 | -4 | 17 | -1 |
| 53 | COc1cccc(NC(=O)C(C)Oc2ccccc2)c1 (stereo not given) | 6 | -2 | 7 | 11 | -0.7 | -1 | 5 | -4 |
| 54 | C=CCn1c(SCCN2C(=O)c3ccccc3C2=O)nc2scc(-c3ccccc3)c2c1=O | 2 | 1 | 8 | 3 | 4.5 | -2 | 29 | -2 |
| 55 | COc1cc(NC(=O)n2ncc3cc(Cl)ccc32)cc(OC)c1 | -21 | -4 | 15 | -57 | 1.7 | 0 | 5 | -3 |
| 56 | CCOc1cc2c(cc1OC)C(c1cccc([N+](=O)[O-])c1)NCC2 (stereo not given) | 1 | -2 | -7 | -8 | 0.2 | -6 | -13 | -4 |
| 57 | C/C=C/c1ccc(OC)c(OC(C)=O)c1 | 0 | 2 | 10 | -6 | 0.5 | -2 | -1 | -2 |
| 58 | CC(=O)Nc1ccc(NC2=C(Cl)C(=O)c3ccccc3C2=O)cc1 | x | -1 | 23 | -8 | x | -2 | x | 2 |
